MmCpn inh: inhibitors of Methanococcus maripaludis chaperonin (MmCpn) | purified Mm-Cpn ATPase, ADP Transcreener TR-FRET | 0.031% of 330,000 active | AID 504842 | Potency, µM (doses to about 76.9 µM), for the others: at the top dose activity, negative = inhibition, actives largely listed as inhibitors; also: potency is read from the fitted curve at half-maximal effect; % is scaled to controls: 0 for no effect and ±100 for the full control effect; nearly all actives have a fitted effect of over 80% in size
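TR-FRET (320 nm excitation; 590 and 665 nm emission) reports ADP made from 10 uM ATP by 25 nM enzyme; compounds were preincubated 10 min, reaction run 30 min, both at 37°C.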
TGFb SMAD3 inh: inhibitors of TGF-b signaling. AID 588855. 1.2% of 410,000 active. HepG2 CAGA-GFP TGF-b/SMAD3 reporter, GFP fluorescence, 18 h; TGF-beta stimulated, 500 pg/mL final. Potency, µM (top dose mostly 46.1 µM), for the others: at the top dose activity, negative = inhibition, hits mostly inhibitors; also: potency is read from the fitted curve at half-maximal effect; % is scaled to controls: 0 for no effect and ±100 for the full control effect; nearly all actives have a fitted effect of over 65% in size
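Inhibition of TGF-beta-driven CAGA-GFP reporter expression in HEPG2 cells is measured by cellular GFP fluorescence after 18 h stimulation with 500 pg/mL recombinant TGF-beta in 1% FBS medium at 37 degrees C.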
A549 tox: A549 cytotoxicity, counter-screen for Nrf2 inhibitors | A549 ARE-Fluc cells, CellTiter-Fluor viability, 18-24 h | Potency, µM (highest dose often 46 µM), inactives show at the highest dose activity change, negative = cytotoxicity, actives largely listed as inhibitors | 0.16% of 390,000 active; also: potency is read from the fitted curve at half-maximal effect; % is scaled to controls: 0 for no effect and ±100 for the full control effect
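Cytotoxicity counterscreen: CellTiter-Fluor fluorescence was measured in A549 ARE_Fluc cells after 18-24 h of compound exposure in a concentration series. The subsequent BugLite luminescent read reports ARE-luciferase activity.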
CCT chaperon mod: changes cytosolic chaperonin activity; purified chaperonin ATPase assay, HTRF ADP detection, 30 min; activity change, % (concentration not given with the values), hits read low; 0.3% of 360,000 active; AID 651819; in the data active = activity change below about -30%; also: % is scaled to controls: 0 for no effect and ±100 for the full control effect
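TRiC at 40 or 20 nM final (batch-dependent) in 30 mM Tris pH 7.4, 100 mM KCl, 5 mM MgCl2, 1 mM DTT, with compound at single 76 uM and 10 uM ATP, 30 min at 37 deg C. ADP detected by HTRF Transcreener, 665/615 ratio.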
Nrf2 block: Nrf2 pathway inhibition | A549 ARE-Fluc reporter, luciferase luminescence, 18-24 h | Potency, µM (doses to about 46 µM), for inactives: at the top dose activity change, negative = inhibition, hits mostly inhibitors | 2.1% of 360,000 active; also: potency is read from the fitted curve at half-maximal effect; % is scaled to controls: 0 for no effect and ±100 for the full control effect; nearly all actives have a fitted effect of over 60% in size
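Nrf2 activity is the BugLite luminescence, read 15 min after reagent at room temperature, following CellTiter-Fluor cytotoxicity readout (30 min, 37C). Compound titrations were applied for 18-24 h to 5000 A549 ARE_Fluc cells/well in 5% FBS OPTI-MEM.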
Nrf2 ARE act: activators of Nrf2 (ARE) signaling. AREc32 ARE-luciferase reporter (MCF7-derived line), luminescence, 24 h. Potency, µM (top dose mostly 46.1 µM), for inactives: at the highest dose activation, hits mostly activators. AID 624171. 0.31% of 410,000 active; also: potency is read from the fitted curve at half-maximal effect; % of control where 0% means no effect; nearly all actives have a fitted effect of over 65% in size
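AREc32 cells carrying an ARE-driven firefly luciferase, 1000 cells/well in OPTI-MEM with 5% FBS, dosed after overnight attachment and incubated 24 hr at 37 deg C. Steady-Glo luminescence read after 30 min at RT.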
Abeta yeast res: A-beta toxicity reversal in yeast | Potency, µM (top dose mostly 46.1 µM), for inactives: at the top dose growth rescue, actives largely listed as activators | 0.063% of 410,000 active | AID 1347071 | yeast expressing A-beta42, growth rescue, OD600, 48 h; response scale: 0% DMSO, 100% iron-clioquinol control; also: potency is read from the fitted curve at half-maximal effect; nearly all actives have a fitted effect of over 55% in size
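Growth rescue measured by 600 nm absorbance after 48 h yeast culture at 30 C with compound. Values normalized between DMSO and an equimolar ferric chloride plus clioquinol control.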
pAkt inh: inhibitors of Akt phosphorylation | Neuro2A IGF-stimulated pAkt S473 HTRF, 20 min; hits give low values | activity change, % for hits at 50 µM | 0.32% of 360,000 active | AID 651550; in the data active = activity change below about -80%; inconclusive = mostly about -51% to -80%; also: % is scaled to controls: 0 for no effect and ±100 for the full control effect
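Single-point screen (50 µM final compound) in Neuro2A cells stimulated 20 min with 6 nM IGF at 37 deg C. After lysis, Ser473-phosphorylated Akt read by HTRF (ex 330 nm, em 615/665 nm) as the 665/615 ratio.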
HepG2 viability: kills HepG2 cells in TGF-b inhibitor counter-screen. AID 588856. 0.76% of 410,000 active. HepG2 CAGA-GFP viability, ATP luminescence, 18 h. Potency, µM (series often up to 46.1 µM), without a hit: top-dose activity change, negative = cytotoxicity, actives largely listed as cytotoxic; also: potency is read from the fitted curve at half-maximal effect; some results filed as inactive show a strong effect at the top dose
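HepG2 CAGA-GFP cells (1000/well, DMEM with 1% FBS) received compound, then TGF-beta at 500 pg/mL final, and were incubated 18 hours at 37 degrees C. Viability was read by CellTiter-Glo luminescence. Media-only wells were set as complete cell-killing and DMSO as no toxicity.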
* hit, by the source's call; i = inactive; ? = inconclusive; . = not tested or not shown; [ ] = another dose, or the depositor's remark. Unless noted, calls follow the shape of the dose curve; as a rule, active = well fitted curve in the direction sought with a large enough effect; inconclusive = small, poorly fitted or top-dose-only effect, or another doubt; inactive = no such curve, though single readings can be large; an effect the other way counts as inactive or inconclusive.

SMILES	MmCpn inh	TGFb SMAD3 inh	A549 tox	CCT chaperon mod	Nrf2 block	Nrf2 ARE act	Abeta yeast res	pAkt inh	HepG2 viability
Cc1ccc2c(CC(=O)Nc3cc(C(F)(F)F)ccc3Cl)coc2c1C	.	?	-8.1%	.	?	0.1%	-8.2%	.	-25.7%
COc1ccc(CCNC(=O)/C(=C/c2cccnc2)NC(=O)c2ccccc2)cc1	-1.0%	-6.0%	-6.4%	-2.2	?	1.4%	-4.5%	i	-12.4%
Cc1ccc(S(=O)(=O)N(CC(=O)NCCc2ccc(Cl)cc2)c2ccccc2C)cc1	.	?	?	.	25.9µM*	-0.9%	5.6%	.	-22.3%
O=c1[nH]c2ccc(NS(=O)(=O)c3ccc([N+](=O)[O-])cc3)cc2[nH]1	-0.5%	-3.9%	1.3%	-1.1	?	2.8%	-14.1%	i	3.8%
CCOC(=O)COC(=O)c1ccc(O)cc1	-3.3%	-19.2%	-23.4%	0.0	-13.3%	-0.6%	16.7%	i	-12.9%
CNC(C)c1ccc(S(N)(=O)=O)cc1 (centres undefined)	-8.7%	0.6%	-4.3%	4.3	0.8%	0.5%	3.4%	i	-1.9%
Cc1nc(Nc2ccc3c(c2)OCCO3)c2oc3ccccc3c2n1	0.0%	4.6%	-5.5%	0.0	-4.3%	-1.0%	-55.0%[inhibitor]	i	-27.9%
Cc1cc(C)nc(N/N=C/c2cc(C)n(CC(F)(F)F)c2C)n1	0.9%	?	-6.4%	-0.2	?	-0.9%	8.6%	i	-41.4%
COC(=O)CSc1nnc2n(C3CCCCC3)c(=O)c3c4c(sc3n12)CCCC4	-0.1%	-21.2%	-19.3%	-1.1	?	-0.1%	-0.9%	i	-14.6%
CC(NCC(=O)Nc1cc(S(=O)(=O)N2CCOCC2)ccc1N1CCOCC1)c1ccco1 (centres undefined)	-4.6%	3.3%	0.3%	-0.3	-5.6%	-0.1%	11.1%	i	3.0%
COCc1c(Br)c(C)nc2sc3c(=O)n(-c4cccc(Br)c4)nnc3c12	.	-7.8%	3.9%	.	-9.6%	-0.4%	-34.7%	.	-13.5%
C=CCNC(=S)NNc1nc2c(c(=O)[nH]1)C1(CCCC1)Cc1ccccc1-2	-0.1%	?	-1.9%	0.1	19.0%	5.0%	21.4%	i	-28.7%
O=C(Nc1ccc(C(=O)NN2C(=O)c3ccccc3C2=O)cc1)c1ccccc1	-0.6%	-15.8%	8.7%	-2.4	-11.5%	-0.1%	-3.2%	i	-28.4%
CCn1c(COc2ccccc2Cl)nnc1SCC(=O)Nc1ncccc1C	-13.0%	?	11.5%	-0.3	?	0.5%[9.22 µM]	8.9%	i	-23.7%
Cc1ccc(NCc2n[nH]c(=S)n2Cc2ccccc2)cc1Cl	-1.1%	?	0.9%	-1.0	10.4%	3.0%	?	i	-29.5%
CCCC(=O)Nc1nnc(SCC(=O)Nc2ccc3c(c2)OCO3)s1	-0.6%	7.4%	-3.1%	2.3	-8.9%	-0.1%	9.2%	i	-0.3%
C[C@@H]1CCCCO[C@H](CN(C)S(=O)(=O)c2cn(C)cn2)[C@H](C)CN([C@@H](C)CO)C(=O)c2cc(NC(=O)c3ccccc3)ccc2O1	.	-8.3%	.	-1.2	.	-1.2%	8.1%	i	-1.7%
O=C(Nc1ccc2c(c1)OCO2)c1cc(-c2cccc(Cl)c2)on1	.	15.9%	7.6%	.	15.9%	0.6%	-18.3%	.	0.3%
Cn1nc([N+](=O)[O-])nc1N1CCN(c2ccc(F)cc2)CC1	0.3%	11.6%	0.4%	-1.1	.	0.1%	1.3%	.	8.7%
COc1ccc(C(=O)NC(=S)Nc2ccc(S(N)(=O)=O)cc2)cc1	0.6%	0.0%	4.1%	0.9	3.2%	-0.8%	-0.9%	i	-104.6%
Cc1c(Cl)cccc1Nc1nc(N)nc(CSCCO)n1	-0.1%	8.9%	-3.2%	-2.3	-3.5%	3.3%	11.4%	i	-19.4%
COc1ccc(OCC(O)CN2CCC(CN3C(=O)c4cccc5cccc(c45)C3=O)CC2)cc1 (centres undefined)	-2.1%	?	-2.1%	-2.2	-11.2%	18.2%	0.4%	i	-51.1%
COc1ccc(OC)c(NC(=O)CN2CCC(NC(=O)c3ccccc3C)CC2)c1	-0.3%	-12.7%	10.0%	-1.6	-25.2%	1.1%	12.2%	i	3.0%
CCCCN(C)C1CCN(C(=S)Nc2ccc(OCC)cc2)CC1	-29.7%	1.5%	3.4%	0.5	1.9%	2.2%	-16.6%	i	-8.3%
CCCOC(=O)C1=C(C)OC23OC(N)=C(C#N)C12C(=O)c1ccccc13 (centres undefined)	1.2%	?	-4.3%	1.2	-9.2%	4.2%	3.9%	i	-0.3%
COC(=O)c1c(C)oc(C)c1S(=O)(=O)NCc1ccco1	1.3%	2.1%	-4.0%	-0.3	6.1%	-0.9%	0.2%	i	13.9%
COc1cccc(-c2cnc(C(O)c3cccc(F)c3)[nH]2)c1 (centres undefined)	.	32.9%[activator]	.	-1.4	.	3.5%	-22.4%	i	0.0%
CC(C)C(Nc1ccc(C(F)(F)F)cc1[N+](=O)[O-])C(=O)O (centres undefined)	3.3%	-11.5%	-16.4%	0.7	?	-0.3%	-23.3%	i	0.4%
CN(C)c1cccc(C(=O)Nc2ccc(S(=O)(=O)Nc3nccs3)cc2)c1	-0.9%	-18.8%	1.0%	-3.4	-0.6%	0.6%	-22.6%	.	-10.2%
CCCC(=O)N(Cc1cc(=O)[nH]c2ccccc12)c1cccc(C)c1	-19.8%	-7.1%	1.7%	-2.7	-21.0%	-1.4%	-24.8%	i	-22.7%
COc1ccc(-c2cc3nc(C)c(CCC(=O)Nc4ccc(F)cc4F)c(C)n3n2)c(OC)c1	.	-7.6%	1.9%	.	6.1%	0.4%	-1.0%	.	-3.7%
Cc1ccc(NC(=O)Cn2nc(-c3ccc(Cl)cc3)c3ccccc3c2=O)cc1	.	0.2%	10.4%	.	15.8%	-1.1%	1.5%	.	6.5%
Cc1cccc(-c2nnc(-c3ccccc3)o2)c1	-0.9%	7.4%	15.9%	-2.3	.	11.2µM*	-14.4%	i	0.9%
OC(c1cccc(Cl)c1)c1nc(/C=C/c2ccc(C(F)(F)F)cc2)cs1 (centres undefined)	.	?	.	-3.2	.	-1.2%	-8.1%	i	-92.3%
N#Cc1ccc(-c2ccc(OCC(O)CN3CCCCC3)cc2)cc1 (centres undefined)	-2.4%	3.7%	16.8%	-1.0	26.1%	2.4%	-4.4%	i	-28.3%
CCCCNC(=O)Cn1c(=O)c2c(ncn2CCC(C)C)n(Cc2ccccc2)c1=O	-0.7%	19.2%	-0.3%	1.1	-11.5%	-0.1%	0.7%	i	-31.5%
O=C(NC1CCCC1)C(c1ccncc1)N(Cc1ccccc1)C(=O)c1ccc(-c2ccccc2)[nH]1 (centres undefined)	0.8%	?	-16.5%	-0.1	?	?	-4.7%	i	-7.0%
COC1CCCN(C(=O)c2cccc(OC3CCN(S(C)(=O)=O)CC3)c2)C1 (centres undefined)	0.2%	3.2%	-0.2%	-1.4	-8.7%	0.0%	-4.4%	i	-17.5%
Cc1cc(C(=O)N/N=C/c2cccc3ccccc23)c(C)o1	5.4%	-15.7%	2.1%	-1.8	?	3.8%	16.8%	i	-20.7%
N#Cc1c(-c2ccc(Cl)cc2)ccnc1N1CCOCC1	-4.9%	3.1%	2.0%	-1.7	?	2.8%	-2.4%	i	0.2%
Cc1cc(C)c(NC(=S)N(CCN2CCCCC2)Cc2ccco2)c(C)c1	3.0%	-26.5%	-7.6%	1.7	7.2%	0.6%	-16.6%	i	4.1%
Cc1cc(NC(=O)n2ncc3c(C)cccc32)ccc1Br	.	7.8%	-0.5%	.	8.9%	1.8%	-27.0%	.	3.3%
Cc1cc(C)c2nc(-c3ccccn3)cc(C(=O)N3CCCC3)c2c1	-4.9%	-0.6%	-1.8%	-3.0	-7.1%	0.2%	-5.1%	i	-13.9%
NC(=O)C1CCN(C(=O)Cc2ccc([N+](=O)[O-])cc2)CC1	2.0%	-2.9%	1.8%	-0.9	-6.9%	-0.6%	1.0%	i	-16.4%
O=C(c1cn2ccccc2n1)N1CCCC(Nc2ccc(F)c(F)c2)C1 (centres undefined)	1.6%	0.9%	-6.9%	-1.6	24.6%	2.5%	18.1%	i	-19.5%
Cc1ccc(-c2nc(C(=O)NC3CCCCCC3)no2)cc1	.	-6.7%	3.5%	1.8	-7.6%	3.7%	-41.2%[inhibitor]	i	-19.8%
O=C(CCc1nc(-c2ccccc2Cl)no1)NCc1ccco1	2.4%	0.6%	0.3%	-4.7	0.2%	7.6%	3.9%	i	-2.1%
Cc1[nH]c(SCC(=O)c2c(N)n(C)c(=O)n(C)c2=O)nc1Cc1ccccc1	-0.1%	0.9%	-1.5%	-2.4	-5.9%	-0.4%	-14.8%	i	3.2%
O=C(NC1CCCC1)c1cccc(S(=O)(=O)N2CCCCC2)c1	1.4%	-2.4%	1.0%	0.9	.	0.7%	2.1%	i	3.4%
Cc1ccc(S(=O)(=O)NC2c3cccc4cccc(c34)C2Sc2ncccn2)cc1 (centres undefined)	-5.8%	?	0.7%	-0.8	?	4.2%	13.1%	i	1.6%

High-throughput results as filed in PubChem BioAssay.
